Source: PubChem (Southern Research Specialized Biocontainment Screening Center)
tuberculosis growth: growth inhibition of non-replicating M. tuberculosis (AID 488890); hit rate 0.39% among 320,000; Mycobacterium tuberculosis non-replicating, growth inhibition; higher % means a stronger effect; inhibition, % at 25 µM; hits with a dose series show IC50 in µM; in the data active means a potency from the dose series; inconclusive means inhibition mostly from about 82% at the one dose, without a potency; inactive means the rest, 99 in 100 with inhibition below about 76%;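 further: plate controls were DMSO cells for no effect and high antibiotic wells for full effect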
H37Rv inhibition: M. tuberculosis growth inhibition, HTS (AID 449762). M. tuberculosis H37Rv growth inhibition, 7H9 media; higher % means a stronger effect. inhibition, % at 25 µM, or IC50 in µM where a hit was titrated. hit rate 0.59% among 330,000; in the data active means a potency from the dose series; inconclusive means inhibition above about 70% without an active follow-up result;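 further: bacterial growth assessed after seven days of incubation; strong numbers were not always called active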
influenza NS1A: NS1A inhibition, H1N1 influenza, cell based functional assay (AID 504329) | NS1A functional cell-based assay, percent inhibition; higher % means a stronger effect | one-dose inhibition, % at 12.5 µM; IC50 in µM for titrated hits | hit rate 0.3% among 340,000; in the data active means a potency from the dose series; inconclusive means inhibition above about 27% without an active follow-up result; further: strong numbers were not always called active
PhoP GFP inhibition: PhoP regulon inhibitors, Salmonella typhi PhoP promoter GFP reporter, confirmatory (AID 1850); Salmonella Typhi PhoP-promoter GFP reporter, fluorescence, 4 h; higher % means a stronger effect; hit rate 0.33% among 310,000; one-dose inhibition, % at 50 µM; IC50 in µM for titrated hits; in the data active means a potency from the dose series; inconclusive means inhibition mostly from about 25% at the one dose, without a potency; inactive means the rest, 99 in 100 with inhibition below about 19%;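 further: 0% = induced wells with vehicle and 100% = uninduced wells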
VEEV TC-83 Vero: inhibitors of VEEV TC-83 cytopathic effect, confirmation, Vero cells (AID 588727); Vero cells, VEEV TC-83 cytopathic effect inhibition; higher % means a stronger effect; inhibition, % at 20 µM; hits with a dose series show IC50 in µM; hit rate 0.13% among 350,000; in the data active means a potency from the dose series; inconclusive means inhibition mostly from about 14% at the one dose, without a potency; inactive means the rest, 99 in 100 with inhibition below about 12%; further: strong numbers were not always called active
VEEV TC-83 Vero 10K pilot screen: second read-out of VEEV TC-83 Vero, no call of its own (marks repeat the call); inhibition, %; measured here: 10K pilot screen inhibition
An asterisk follows results filed as active; i = inactive; ? = inconclusive; . = not tested or not shown. Compounds were not picked by outcome; about 1.6% have a hit in one of these screens.

SMILES	tuberculosis growth	H37Rv inhibition	influenza NS1A	PhoP GFP inhibition	VEEV TC-83 Vero	others
Cc1[nH]c(C)c(S(=O)(=O)N(Cc2ccccc2)C(C)C)c1C(=O)N1CCCC1	-3%	13%	2%	-29%	0.3%
Cc1cc(C)nc(Sc2c(C)n[nH]c2C)n1	-8%	6%	-5%	-2%	i
Cc1ccc(N2C(=O)C(O)(C(F)(F)F)C3=C2CC(C)(C)CC3=O)cc1C (stereo unspecified)	11%	-10%	23%	1%	0.4%
CN(C)/C=C/C(=O)C(Cl)(Cl)Cl	-12%	-1%	-19%	1%	i
O=C(N[C@@H](Cc1ccccc1)C(=O)O)c1cccs1	-15%	4%	-6%	4%	2.1%
COc1ccc(/C(C)=N/OC/C(O)=C(\C#N)c2nc3ccccc3[nH]2)c(OC)c1	-29%	8%	4%	-1%	1.7%
N#C/C(=C(/O)c1ccc([N+](=O)[O-])cc1)c1nnc2n1CCCCC2	14%	-13%	12%	1%	0.5%
COc1cc(C(=O)NC(=S)Nc2ccc([N+](=O)[O-])cc2C)cc(OC)c1OC	7%	3%	10%	-6%	3.4%
COc1ccccc1N1C(=O)C2ON(c3ccccc3)C(c3ccc(N(C)C)cc3)C2C1=O (stereo unspecified)	50%	-1%	.	2%	.
O=C1Nc2cccnc2N(C(=O)CCl)c2ccccc21	59%	10%	-5%	0%	?
Cc1ccc2nc(-c3ccc(NC(=O)c4ccco4)cc3)[nH]c2c1	41%	2%	26%	-1%	i
CCOc1ccc(-n2cc(C(=O)Nc3cccc(OC)c3)c3cc(OC)c(OC)cc3c2=O)cc1	-15%	9%	2%	-8%	7.1%	VEEV TC-83 Vero 10K pilot screen=9.6
O=C(O)c1ccccc1C1=Nc2ccc(O)cc2Oc2cc(O)ccc21	10%	3%	-12%	-34%	0.2%
CC1CCN(C(c2ccc(N(C)C)cc2)c2nnnn2C(C)(C)C)CC1 (stereo unspecified)	13%	4%	11%	12%	0.1%
O=C(Cc1coc2ccc3ccccc3c12)Nc1nccs1	13%	12%	-14%	-8%	2.7%
CCNC(=O)CC1C(=O)N(c2ccc(F)cc2)C(=S)N1CCc1ccncc1 (stereo unspecified)	43%	-3%	-1%	-4%	1.2%
Cc1c(Cl)cnc(NC(=O)COC(=O)c2ccc(S(=O)(=O)NCc3ccco3)cc2)c1Cl	4%	18%	2%	-7%	i
Cn1nnnc1SCC(=O)NCc1cc([N+](=O)[O-])ccc1O	-9%	-12%	-5%	-6%	0.4%
CCCCCCCSc1cc(OC)c(CCN(C)C)cc1OC	?	-2%	44µM*	36µM*	i
CNC(=O)COc1cccc(C(=O)NCc2ccccc2)c1	-10%	1%	6%	-14%	0.6%

Grouped by structure: the entries above with a COOH group (2)
SMILES	tuberculosis growth	H37Rv inhibition	influenza NS1A	PhoP GFP inhibition	VEEV TC-83 Vero	others
O=C(N[C@@H](Cc1ccccc1)C(=O)O)c1cccs1	-15%	4%	-6%	4%	2.1%
O=C(O)c1ccccc1C1=Nc2ccc(O)cc2Oc2cc(O)ccc21	10%	3%	-12%	-34%	0.2%

(continued)
SMILES	tuberculosis growth	H37Rv inhibition	influenza NS1A	PhoP GFP inhibition	VEEV TC-83 Vero	others
CC/C(=N\O)C(C)(C)/[N+]([O-])=C/c1ccc(Br)cc1	15%	-11%	26%	1%	i
COc1ccc(C(=O)Nc2ccc(S(=O)(=O)Nc3onc(C)c3C)cc2)c(OC)c1	3%	16%	2%	-8%	0.4%
COCCNC(=O)C(c1cccc(OC)c1)N(Cc1cccs1)C(=O)Cn1nnc2ccccc21 (stereo unspecified)	3%	-7%	22%	12%	1.3%
O=C(Nc1ccccc1N1CCOCC1)c1cc(Br)c(Br)s1	-10%	-4%	-1%	18%	0.1%
CC(=O)c1cc(-c2ccc(F)cc2)n(CC(=O)NCc2cccs2)c1C	-6%	-4%	7%	-7%	0.4%
O=C(CSCc1nc2c(nnn2Cc2ccc(F)cc2)c(=O)[nH]1)Nc1cccc(C(F)(F)F)c1	5%	-6%	3%	-11%	0.4%
Cc1cc(Cl)ccc1NC(=O)C1COc2ccccc2O1 (stereo unspecified)	?	13%	-3%	1%	i
COc1ccccc1OCC(=O)Nc1ccc(N2CCOCC2)cc1N1CCOCC1	17%	7%	-11%	.	7.7%
C=CCN1C(=O)C(CC(=O)Nc2ccccc2)N(Cc2ccccn2)C1=S (stereo unspecified)	33%	3%	-2%	-4%	1.5%
COc1cccc(-c2nc(N3CC(C)CC(C)C3)c3ccccc3n2)c1O (stereo unspecified)	.	.	8%	.	0.5%
O=P(NCc1ccccc1)(OCc1ccccc1)OCc1ccccc1	.	.	-10%	.	0.5%
O=C(CCc1nc(-c2ccc(Cl)cc2)no1)NCc1ccccc1CN1CCOCC1	29%	7%	-8%	.	0.8%
COc1cc(-c2nc3ccccn3c2/N=C/c2cccc(OC)c2O)ccc1O	-15%	5%	24%	-5%	0.1%
COc1ccccc1C(CNC(=O)C1COc2ccccc2O1)N1CCCC1 (stereo unspecified)	45%	-6%	3%	.	0.2%
CCCCN(C(=O)Cn1nnc2ccccc21)C(C(=O)NCCOC)c1ccc(OC)cc1OC (stereo unspecified)	.	-13%	0%	-2%	2.4%
CC(=O)Nc1nonc1NC(C)=O	8%	-2%	7%	11%	0.3%
CCc1ccccc1NC(=S)N(CCN(C)C)C(C)c1cccnc1 (stereo unspecified)	-5%	-1%	-2%	1%	i
CCc1ccc(CN2C(=O)c3ccccc3C2C(=O)NCc2cccnc2)cc1 (stereo unspecified)	1%	0%	-1%	-8%	1.0%
Cc1ccccc1C(OCCN(C)C)C1CCCCC1 (stereo unspecified)	-7%	7%	4%	9%	i
Cc1ccnc(NC(=O)c2ccc(S(=O)(=O)N3CCCCCC3)cc2)c1	31%	-1%	0%	2%	8.0%

Looked up by structure from above (3):
SMILES	tuberculosis growth	H37Rv inhibition	influenza NS1A	PhoP GFP inhibition	VEEV TC-83 Vero	others
O=P(NCc1ccccc1)(OCc1ccccc1)OCc1ccccc1	.	.	-10%	.	0.5%
COc1ccccc1C(CNC(=O)C1COc2ccccc2O1)N1CCCC1 (stereo unspecified)	45%	-6%	3%	.	0.2%
CCc1ccccc1NC(=S)N(CCN(C)C)C(C)c1cccnc1 (stereo unspecified)	-5%	-1%	-2%	1%	i

(further entries)
SMILES	tuberculosis growth	H37Rv inhibition	influenza NS1A	PhoP GFP inhibition	VEEV TC-83 Vero	others
CCOC(=O)c1nn(-c2ccccc2)c2nc(Nc3ccccc3)cc(=O)n12	4.7µM*	?	-6%	2%	4.4%
O=[n+]1cc(-c2ccccc2)n([O-])c2c1CCC2	1%	0%	0%	-5%	0.5%
COc1ccc(CNC(=O)CCN2C(=O)c3ccncc3C2=O)cc1OC	-12%	-9%	-5%	5%	1.1%
COc1ccc(/C=N/NC(=O)C(C)n2cnc3ccccc3c2=O)cc1 (stereo unspecified)	1%	5%	-1%	-4%	i
CCCCC(CC)CNC(=O)C(=O)c1ccccc1NC(C)=O (stereo unspecified)	16%	-2%	-4%	5%	1.5%
CCCCCN(C(=O)CCC(=O)OCc1cccc(C)c1)c1c(N)n(CCCC)c(=O)[nH]c1=O	-2%	-5%	-1%	4%	3.9%
CC(=O)/C(N=Nc1cccc(C(F)(F)F)c1)=C(\C)O	1%	0%	0%	-16%	0.1%
Cc1cc(NCCC(C)C)n2nc(C)c(-c3ccccc3)c2n1	49%	67%	-4%	-8%	1.3%	VEEV TC-83 Vero 10K pilot screen=2.1
CCNc1ccc(C(=O)O)cc1N	-3%	-5%	-1%	1%	0.5%
O=C(COc1ccccc1F)N1CCN(S(=O)(=O)/C=C/c2ccccc2)CC1	19%	1%	0%	-5%	0.5%
O=C(CN1CCN(CC(=O)Nc2ccccc2F)CC1)Nc1ccc2c(c1)OCCO2	12%	8%	-2%	-3%	i
CCOC(=O)N1CCC(N2C(=O)c3ccccc3C2Nc2ccc(S(=O)(=O)N3CCOCC3)cc2)CC1 (stereo unspecified)	-3%	-2%	0%	3%	2.9%
O=C(CCc1n[nH]c(=O)[nH]c1=O)N/N=C/c1ccc(Br)o1	25%	0%	4%	-10%	0.1%	VEEV TC-83 Vero 10K pilot screen=0.7
CCC(C)C(NC(=O)c1ccc(Cl)cc1Cl)C(=O)O (stereo unspecified)	-8%	0%	-4%	-5%	0.8%
CCOc1ccc(CCNC(=O)c2cc([N+](=O)[O-])ccc2N2CCOCC2)cc1OCC	-11%	-9%	-3%	-2%	9.9%
O=C(O)c1cc2ncc(-c3[nH]ncc3[N+](=O)[O-])cn2n1	-7%	-9%	-4%	8%	1.0%
Nc1c(C(=O)c2ccco2)oc2ccccc12	28%	5%	.	3%	.
O=S(=O)(Nc1ncccn1)c1ccccc1	2%	-4%	-1%	-5%	i
Cc1cc(S(=O)(=O)NCC(c2ccc(F)cc2)N2CCN(C)CC2)ccc1F (stereo unspecified)	11%	-5%	-1%	0%	0.3%
CC(=O)c1cc(CN2CCC(n3nccc3NC(=O)c3ccccc3)CC2)cs1	-1%	-1%	-6%	-10%	0.7%
COc1ccc(OCCCC(=O)OCC(=O)Nc2nnc(-c3ccccc3)o2)cc1	25%	4%	-12%	.	0.2%
O=C(NCC(c1ccco1)N1CCOCC1)c1ccc(C(F)(F)F)cc1 (stereo unspecified)	29%	3%	-3%	9%	4.8%
CC(OC(=O)c1ccc(Cl)nc1)C(=O)Nc1ccc2c(c1)OCO2 (stereo unspecified)	10%	4%	-15%	.	1.1%
Cc1cc(C)c(Cn2c(C(=O)O)c(C=O)c3ccccc32)c(C)c1	-10%	-1%	8%	-27%	1.0%
O=[N+]([O-])c1ccc(OCC(O)CN(C2CCCCC2)C2CCCCC2)cc1 (stereo unspecified)	-7%	8%	2%	3%	i
COc1ccc(CNc2nc3ccccc3n2CCN2CCCCC2)c(OC)c1	-2%	-6%	-2%	-2%	i
COc1ccccc1CN(C)C(=O)C1(c2ccc(Cl)cc2)CC1	15%	2%	-7%	-7%	1.1%
O=C(CSc1nc(-c2ccccc2Cl)ns1)NCc1ccc2c(c1)OCO2	?	8%	-4%	-6%	0.3%
O=Cc1cnc2ccccc2c1-c1ccccc1	60%	-3%	-4%	0%	0.1%
COC(=O)CSc1nccc(-c2ccc(F)cc2)c1C#N	?	?	9%	10%	1.9%
COc1ccc(NS(=O)(=O)c2ccc(Cl)c(C(=O)O)c2)cc1S(=O)(=O)N1CCCCC1	8%	-2%	-15%	-7%	1.6%
COc1ccc(S(=O)(=O)N2CCN(c3ccc(F)cc3)CC2)cc1C(=O)N1CCCC1	1%	8%	6%	-11%	0.5%
COc1ccccc1NS(=O)(=O)c1cccc(C(=O)N2CC(C)OC(C)C2)c1 (stereo unspecified)	-1%	0%	-9%	2%	1.5%
COc1ccc(-n2nnnc2SCC(=O)NCc2cccs2)cc1	35%	0%	2%	4%	0.5%
O=C(Nc1ccc2c(c1)oc1ccccc12)C1CC1	16%	56%	-6%	2%	1.3%
CCCc1nc(SCC(=O)N2CCCC2)c2ccccc2n1	20%	0%	-5%	-2%	i
C=C1CSc2nc(=O)c3c(C)c(C)sc3n21	.	.	6%	.	3.3%
Cc1cc(Nc2ccccc2C(=O)O)nc2nc3ccccc3c(=O)n12	8%	-2%	-13%	-8%	0.2%
CN(c1ccccc1C(N)=O)S(=O)(=O)c1ccccc1	3%	9%	-7%	-4%	0.5%
CCCCc1c(C)nc2cc(-c3ccco3)[nH]n2c1=O	26%	7%	-19%	3%	5.5%
O=C(O)c1cc([N+](=O)[O-])ccc1N1CCC(Cc2ccccc2)CC1	35%	2%	17%	-2%	i
CCCOc1ccc(CNC(=O)Cc2cccs2)cc1	38%	12%	-24%	7%	i
CCC(C)NC(=O)CCC(=O)NNc1nc2ccccc2c2nc(C)nn12 (stereo unspecified)	-3%	2%	-6%	11%	1.9%
O=C(O)CCCC(=O)Nc1ccc(-n2ccc(C(F)(F)F)n2)cc1	-1%	-7%	1%	13%	i
Clc1ccc(-c2nnc(C3CCCCC3)o2)cc1	?	-2%	17%	-3%	2.0%

Sorted by formula weight (smallest number first): part of the list above
SMILES	tuberculosis growth	H37Rv inhibition	influenza NS1A	PhoP GFP inhibition	VEEV TC-83 Vero	others
Clc1ccc(-c2nnc(C3CCCCC3)o2)cc1	?	-2%	17%	-3%	2.0%
CCCCc1c(C)nc2cc(-c3ccco3)[nH]n2c1=O	26%	7%	-19%	3%	5.5%
O=C(O)c1cc([N+](=O)[O-])ccc1N1CCC(Cc2ccccc2)CC1	35%	2%	17%	-2%	i
O=C(O)CCCC(=O)Nc1ccc(-n2ccc(C(F)(F)F)n2)cc1	-1%	-7%	1%	13%	i
